Bioassay records as filed in PubChem.
P. falciparum M17LAP: P. falciparum M17LAP inhibitors, primary screen, biochemical, fluorogenic H-Leu-NHMec substrate, 1536-well (AID 1619). recombinant M17LAP, H-Leu-NHMec fluorogenic kinetic assay; higher % means a stronger effect. one-dose inhibition, % at 30 µM; IC50 in µM for titrated hits. 0.38% of 220,000 active;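 active = compound inhibiting the enzyme by more than half at any dose during confirmatory dose-response retesting; inconclusive = strong single-dose inhibitors picked by rank but not retested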;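 note: plate controls were full reaction with DMSO carrier for no effect and no enzyme background for full effect; strong numbers were not always called active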
M1AAP inhibition: malaria alanyl aminopeptidase activity blockers – biochemical, fluorogenic H-Leu-NHMec substrate, 1536-well (AID 1445); one-dose inhibition, % at 30 µM; IC50 in µM for titrated hits; 0.42% of 220,000 active; recombinant M1AAP, H-Leu-NHMec fluorogenic kinetic assay; higher % means a stronger effect;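 active = primary inhibition above the hit cutoff, then over 50% inhibition at one or more dose response concentrations, cut at about 23% in these data, passing the limit was not always enough; inconclusive = conflicting primary data, or primary hits not chosen for dose response; inactive = low primary inhibition, or under 50% at every dose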;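 note: plate controls were DMSO full reaction for no effect and no enzyme background for full effect; strong numbers were not always called active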
AID2073: inhibitors of Mint1-CaV2.2 protein interaction, biochemical, HTRF (AID 2073). HTRF protein-protein interaction, Mint1-CaV2.2; higher % means a stronger effect. one-dose inhibition, % at 20 µM; IC50 in µM for titrated hits. 0.19% of 290,000 active; in the data active = inhibition mostly above about 51%, no sharp cut-off; inconclusive = no clear call, values can overlap the other calls; inactive = mostly below about 53%; note: some results filed as inactive read as strong as hits
HEK293 NOD2/NF-kB: inhibition of NOD2-driven NF-kB reporter – cell-based, luminescence, uHTS, HEK293 (AID 1566) | HEK293 NOD2/NF-kB luciferase reporter, luminescence; higher % means a stronger effect | inhibition, % at 4 µM; hits with a dose series show EC50 in µM | 0.63% of 290,000 active; note: many of its hits are not listed in these tables
Dynein transport: blocks dynein driven cargo transport along microtubules | 3617.4 mouse cells, GR-EGFP nuclear translocation imaging; test concentration mostly 20 µM; stimulated with dexamethasone, 1 µM; hits give low values | z-score, hits read low | 0.47% of 220,000 active;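 active = plate z-score of nuclear minus cytoplasmic receptor signal below a set negative limit, without overly bright fluorescence or cell loss, cut at about -3.5 in these data, passing the limit was not always enough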;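 note: z-score of nuclear minus cytoplasmic ring GR-EGFP intensity difference per well; some compounds called inactive have numbers as strong as hits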
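Also added: dexamethasone, 1.0 µM final. Medium: tet-free, stripped-serum medium. Detection: fixed, Hoechst-stained cells imaged at 10x for EGFP. Read-out: nuclear-to-cytoplasmic GR-EGFP distribution per well. Times: induction 48 h, compound 1 h, agonist 30 min.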
KOR beta-arrestin-1: kappa opioid receptor activators – cell-based, luminescence, uHTS, primary screen (AID 1777). activation, % at 10 µM, or EC50 in µM where a hit was titrated. KOR beta-arrestin recruitment, luminescence; higher % means a stronger effect. 0.02% of 280,000 active; in the data active = activation above about 50%, passing the limit was not always enough; note: a part of the inactive calls stands beside numbers as strong as those of hits
NOD1 inhibition: NOD1 signaling inhibitors, primary screen, cell-based, luminescence, uHTS (AID 1578). NOD1-driven NF-kB luciferase reporter cells, luminescence; higher % means a stronger effect. inhibition, % at 4 µM, or EC50 in µM where a hit was titrated. 1% of 290,000 active; in the data active = inhibition mostly above about 36%, no sharp cut-off; inactive = mostly below about 34%;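 note: HEK-293T reporter cells stimulated with the NOD1 agonist gamma-tri-DAP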
GPR55 beta-arrestin: selective activators of receptor GPR55 – imaging, U2OS cells, beta-arrestin-GFP redistribution, primary screen (AID 1961). U2OS GPR55 beta-arrestin-GFP redistribution imaging; higher % means a stronger effect. one-dose activation, % at 10 µM; EC50 in µM for titrated hits. 0.048% of 290,000 active;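 active = activation above 40% with more than 50 cells counted in the well; inconclusive = wells holding fewer than 50 cells, flagged as toxic or sparse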;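 note: U2OS osteosarcoma cells stably expressing GPR55 and beta-arrestin-GFP; plate controls were DMSO negative control for no effect and LPI positive control for full effect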
KOR beta-arrestin-2: KOR antagonists, beta-arrestin recruitment, cell-based, luminescence, uHTS (AID 1778). KOR beta-arrestin recruitment, luminescence, antagonist mode; higher % means a stronger effect. inhibition, % at 10 µM, or IC50 in µM where a hit was titrated. 0.091% of 290,000 active; note: strong numbers were not always called active
Dynein transport cytoplasmic EGFP: also measured in Dynein transport; calls as there; z-score; measured here: cytoplasmic GR-EGFP intensity; hits give high values
Dynein transport nuclear GR-EGFP: further read-out of Dynein transport, marked with its call; z-score; measured here: nuclear GR-EGFP intensity;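 lower value marks the stronger effect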
Dynein transport cell count: second read-out of Dynein transport, no call of its own (marks repeat the call); z-score; measured here: cell count per field
Starred values were filed as active, the others as inactive; ? = inconclusive; . = no result given; [ ] = remark or other dose. Cut-off read from the data, not from the text of the source, unless noted: active = inhibition above about 50%; inactive = the rest.

Results follow in this order: P. falciparum M17LAP | M1AAP inhibition | AID2073 | HEK293 NOD2/NF-kB | Dynein transport | Dynein transport cytoplasmic EGFP | Dynein transport nuclear GR-EGFP | Dynein transport cell count | KOR beta-arrestin-1 | NOD1 inhibition | GPR55 beta-arrestin | KOR beta-arrestin-2
> Cc1cc(NS(=O)(=O)Cc2ccccc2)cc(C)c1OCC(=O)N1CCOCC1
    -1.5% | -4.5% | -0.3% | -11.0% | -0.791 | 0.0324 | -0.729 | -0.051 | 2.8% | 18.2% | -0.1% | -31.4%
> Cc1ccc(S(=O)(=O)NCc2ccc(C(=O)NCCCN3CCN(C)CC3)cc2)cc1
    0.1% | -3.7% | 3.5% | 10.4% | -0.0483 | -0.485 | -0.0698 | 0.311 | -2.2% | -4.9% | 0.1% | 2.6%
> Cc1cc(C)c(NC(=O)CSc2nnc(-c3ccccn3)n2N)c(Cl)c1
    2.8% | 4.8% | 2.1% | 6.6% | -0.454 | -0.166 | -0.229 | 0.0302 | -3.9% | -3.6% | -0.1% | 16.6%
> Cc1ccc(C2CC(=O)NC(SCCC(C)C)=C2C#N)cc1 (centres undefined)
    -3.7% | -5.2% | 14.0% | 15.4% | 0.202 | -0.0814 | 0.193 | -0.721 | 5.0% | -3.2% | -0.1% | -19.8%
> Cc1cc(C(=O)CS(=O)(=O)c2ccc(Cl)cc2)cc(C)c1O
    . | . | -2.2% | 19.9% | . | . | . | . | -3.6% | 4.5% | 0.0% | 15.1%
> CC(=O)Nc1cc2ccc(OC(C)=O)cc2oc1=O
    -78.1% | 5.7% | 14.7% | -3.8% | -0.262 | -0.104 | -0.0581 | -0.43 | 5.5% | 0.1% | -0.1% | -6.5%
> COc1ccccc1CCC(=O)N1CCC(n2nccc2NC(=O)CC(C)C)CC1
    . | . | 7.9% | 8.7% | . | . | . | . | -1.2% | -1.3% | -0.1% | -10.9%
> Cc1ccc(CNC(=O)C(=O)NCCC2=CCCCC2)cc1
    -1.5% | -4.2% | -3.1% | -0.5% | -0.377 | -0.207 | -0.107 | 0.629 | 2.3% | -23.1% | -0.2% | 18.7%
> CC(c1ccccc1)c1nnc(NC(=O)Nc2ccccc2F)s1 (centres undefined)
    . | . | 5.5% | -25.6% | . | . | . | . | -1.3% | 8.4% | -0.3% | -3.3%
> COCCCN1CN=C(NS(=O)(=O)c2ccc(C)cc2)NC1
    . | . | 13.2% | 5.5% | . | . | . | . | -0.2% | 8.5% | 0.3% | -43.0%
> CCOC(=O)c1c(S(=O)(=O)N(C)Cc2ccco2)c(C)n(C)c1C
    . | . | 8.8% | 13.3% | . | . | . | . | 7.8% | 17.8% | -0.2% | -12.5%
> CCOC(=O)c1cnn2cc(-c3[nH]ncc3[N+](=O)[O-])cnc12
    5.26µM* | 8.2% | 7.5% | 4.7% | -1.31 | -0.181 | -0.365 | 1.12 | 2.4% | -27.1% | -0.2% | 20.2%
> COc1cc([N+](=O)[O-])ccc1NC(=S)NC(=O)CC(C)(C)C
    3.5% | 11.2% | 1.0% | -4.2% | -0.187 | -0.292 | 0.487 | -0.247 | -2.7% | -23.9% | -0.1% | -31.5%[20 µM]
> O=C(OCCN1C(=O)c2ccccc2C1=O)c1cc(S(=O)(=O)N2CCOCC2)ccc1Cl
    10.5% | 4.2% | 6.4% | 7.7% | 1.02 | -0.0134 | 0.632 | -0.182 | -1.8% | -4.0% | -0.3% | 6.6%
> O=C(NCCC1=CCCCC1)c1ccc(=O)oc1
    10.1% | 13.5% | -1.6% | -4.1% | -0.138 | -0.105 | 0.203 | -0.237 | -5.0% | 6.5% | -0.2% | 16.8%
> COC(=O)Nc1cc(C(F)(F)F)ccc1N1CCN(c2ccccc2)CC1
    -5.3% | 0.0% | 1.4% | -7.8% | 0.759 | -0.169 | 0.338 | -0.581 | 1.4% | -12.1% | 0.0% | 6.9%
> CC1CCCN(CCCNC(=O)c2ccc(CS(=O)(=O)Cc3cccc(Cl)c3)o2)C1 (centres undefined)
    . | . | 11.1% | 2.0% | . | . | . | . | -1.3% | -30.6% | -0.1% | 9.2%
> O=C(NCCc1c[nH]c2ccccc12)N[C@@H](Cc1ccccc1)C(=O)O
    . | . | 3.2% | -1.1% | . | . | . | . | -5.0% | 1.0% | -0.1% | -11.6%
> C=C(C)CCOC(=O)C(CC(=O)O)NCc1ccco1 (centres undefined)
    1.2% | -3.3% | 22.4% | 19.8% | 0.322 | -0.269 | -0.0697 | 0.488 | -2.1% | 3.5% | 0.0% | 15.8%
> Cc1ccc(Nc2nc(C(=O)N3CCC(C(=O)NCc4ccccc4)CC3)cs2)cc1
    . | . | ? | 7.5% | . | . | . | . | -2.0% | -2.8% | 0.3% | 8.1%
> CCN(CC)CCOC(=O)C1(c2ccc(OC)c(OC)c2)CCCC1
    2.3% | 7.1% | -0.3% | 6.4% | 1.46 | 0.154 | 1.44 | -0.433 | 15.0% | 17.3% | -0.1% | -13.9%
> COc1cc2c(cc1OC)C1(C)N(CC2)C(C(C)=O)=NN1c1ccc(Cl)cc1 (centres undefined)
    -5.7% | 11.1% | 14.7% | -18.1% | -0.0633 | -0.303 | -0.101 | 1.21 | 3.7% | 9.3% | 0.3% | -0.4%
> CC(NC(=O)c1cc2c(=O)n3ccccc3nc2n(CC2CCCO2)c1=N)c1ccccc1 (centres undefined)
    . | . | 26.4% | 3.7% | . | . | . | . | -1.6% | -8.0% | ? | -12.0%
> Cc1cccn2c(CNC3CCCc4ccccc43)c(C(=O)N3CCOCC3)nc12 (centres undefined)
    -3.4% | -0.9% | 0.9% | 6.6% | -0.192 | -0.233 | 0.0138 | 0.73 | -2.5% | -3.1% | -0.2% | 23.6%
> O=C(NCc1cccnc1)c1ccc(-c2ccccc2[N+](=O)[O-])o1
    15.3% | 4.0% | -0.2% | -4.8% | 0.645 | -0.284 | 0.0943 | -0.309 | -1.6% | -24.4% | -0.1% | -13.1%
> CC(C)CC(=O)Nc1ccccc1Oc1ccccc1
    1.6% | 7.6% | -0.7% | -1.6% | 0.284 | -0.399 | 0.000731 | 0.641 | -7.0% | 9.8% | -0.1% | -1.3%
> COC(=O)C1CC(c2ccc(Cl)cc2)=NO1 (centres undefined)
    -0.8% | -3.2% | 2.4% | 8.6% | 0.314 | -0.298 | 0.0166 | -0.336 | -1.0% | -38.4% | -0.3% | -38.1%
> COc1ccc(C(=O)Nc2ccnn2C2CCN(CCC(C)c3ccc(C)o3)CC2)cc1 (centres undefined)
    . | . | 28.2% | 6.7% | . | . | . | . | -3.0% | -30.5% | 0.3% | 8.1%
> O=C(COc1ccccc1[N+](=O)[O-])Nc1cccc(C(=O)Nc2ccccc2C(=O)O)c1
    . | . | 2.9% | 3.1% | . | . | . | . | -3.8% | -15.4% | 0.1% | -18.3%
> CN1CCN(C(=S)c2ccc(N(C)C)cc2)CC1
    9.2% | 3.5% | -26.3% | 0.8% | 0.549 | -0.289 | 0.233 | 0.326 | 0.5% | -4.0% | 0.8% | -30.9%

Part of the list above in order of SMILES length, descending:
Results follow in this order: P. falciparum M17LAP | M1AAP inhibition | AID2073 | HEK293 NOD2/NF-kB | Dynein transport | Dynein transport cytoplasmic EGFP | Dynein transport nuclear GR-EGFP | Dynein transport cell count | KOR beta-arrestin-1 | NOD1 inhibition | GPR55 beta-arrestin | KOR beta-arrestin-2
> O=C(COc1ccccc1[N+](=O)[O-])Nc1cccc(C(=O)Nc2ccccc2C(=O)O)c1
    . | . | 2.9% | 3.1% | . | . | . | . | -3.8% | -15.4% | 0.1% | -18.3%
> CC(NC(=O)c1cc2c(=O)n3ccccc3nc2n(CC2CCCO2)c1=N)c1ccccc1 (centres undefined)
    . | . | 26.4% | 3.7% | . | . | . | . | -1.6% | -8.0% | ? | -12.0%
> Cc1cccn2c(CNC3CCCc4ccccc43)c(C(=O)N3CCOCC3)nc12 (centres undefined)
    -3.4% | -0.9% | 0.9% | 6.6% | -0.192 | -0.233 | 0.0138 | 0.73 | -2.5% | -3.1% | -0.2% | 23.6%

The list continues:
Results follow in this order: P. falciparum M17LAP | M1AAP inhibition | AID2073 | HEK293 NOD2/NF-kB | Dynein transport | Dynein transport cytoplasmic EGFP | Dynein transport nuclear GR-EGFP | Dynein transport cell count | KOR beta-arrestin-1 | NOD1 inhibition | GPR55 beta-arrestin | KOR beta-arrestin-2
> CSCC(C)N1CCC(n2nccc2NC(=O)CCOc2ccccc2)CC1 (centres undefined)
    . | . | 8.5% | -10.3% | . | . | . | . | -3.2% | -20.1% | 1.7% | 0.0%
> O=C1c2ccccc2C(=O)N1OCc1c(F)cccc1Cl
    0.3% | 3.4% | 16.6% | -3.7% | -0.297 | -0.288 | -0.0479 | 0.265 | 1.1% | -7.0% | -0.1% | -67.0%[20 µM]
> Cc1cccc2cc(C#N)c(N3CCC(O)CC3)nc12
    -5.8% | 2.8% | 41.8% | -1.6% | 0.0101 | -0.223 | 0.795 | -0.722 | -5.8% | -13.7% | -0.3% | -2.7%
> CSc1ccccc1NC(=O)CO/N=C(\C)c1cc2ccccc2o1
    -0.3% | -0.6% | -3.7% | -7.1% | 1.29 | -0.157 | 1.28 | -1.23 | -0.4% | 39.4% | -0.4% | -8.3%
> O=C(N/C=C/c1ccco1)NCc1ccccc1
    24.3% | 8.7% | 28.6% | 5.8% | 0.0666 | -0.118 | 0.109 | 0.442 | -1.4% | -30.3% | -0.3% | -17.5%
> O=C(CSc1nnc2ccc3ccccc3n12)N1CCOCC1
    2.4% | 3.8% | 4.2% | . | -0.657 | -0.295 | -0.467 | 0.573 | 1.2% | . | -0.3% | 7.9%
> Cc1ccccc1OCCC(=O)Nc1cc(S(=O)(=O)N2CCOCC2)ccc1OC(C)C
    . | . | 0.3% | 14.4% | . | . | . | . | -3.3% | -3.7% | 4.27µM* | 15.4%
> Cc1cc(C)cc(NC(=S)N2CCCC2)c1
    . | . | 2.3% | 5.9% | . | . | . | . | -1.5% | -16.0% | -0.1% | -3.1%
> Cc1ccc2c(c1)CC(C)N2S(=O)(=O)c1nnc(NC(=O)CC(C)C)s1 (centres undefined)
    . | . | 18.3% | 3.0% | . | . | . | . | 15.8% | 20.6% | -0.2% | -12.5%
> COc1cccc(NC(=O)CCN2CCOCC2)c1
    . | . | 2.9% | -6.0% | . | . | . | . | 3.2% | 10.1% | -0.1% | -37.4%

The list is partial; the hit share may differ from the screen's.
